Screens: PubChem, several laboratories
IMP-1 inhibitor – blocks Pseudomonas aeruginosa IMP-1 metallo-beta-lactamase; purified IMP-1, nitrocefin hydrolysis, epi-absorbance fluorescence; actives 0.45% (n = 290,000); inhibition, % at 5.6 µM; AID 1556;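 active = inhibition above the mean plus 3 SD of all compounds in the same screening run, cut at about 4.5% in these data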;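 note: 0% = IMP-1 with DMSO and 100% = DMSO wells lacking enzyme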
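System: purified IMP-1; amount: IMP-1 0.2 nM before substrate addition; compound: single dose, 5.6 µM; times: 25 °C, 15 min preincubation, 25 min reaction; signal: Epi-absorbance via hydrolysed-nitrocefin quenching of white-plate fluorescence, 480/530 nm, EDTA stop; benchmarks: DMSO with and without IMP-1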
PfM18AAP inh – PfM18AAP enzyme inhibition. recombinant PfM18AAP, H-Glu-NHMec fluorogenic cleavage. inhibition, % at 7.35 µM. actives 1.2% (n = 290,000). AID 1822;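 active = inhibition above the campaign mean inhibition over all tested compounds plus 3 SD, cut at about 28% in these data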;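 note: 0% = plate median of test compound wells and 100% = 2 mM ZnCl2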
NALP1 yeast inh – blocks the NALP1 inflammasome reconstituted in yeast | S. cerevisiae NALP1/ASC/caspase-1 growth, X-gal OD620, 72 h | inhibition, % at 10 µM | actives 0.61% (n = 280,000); in the data active = inhibition mostly above about 24%, no sharp cut-off; inactive = mostly below about 32%; note: some compounds called inactive have numbers as strong as hits
PHOSPHO1 block – blocks human PHOSPHO1 phosphatase activity. Q8TCT1. recombinant PHOSPHO1, absorbance phosphatase assay. inhibition, % at 13.3 µM. actives 1.1% (n = 290,000). AID 1565; in the data active = inhibition above about 60%
IDE cell inh – inhibits human insulin-degrading enzyme in HEK cells; P14735; FAbetaB cleavage, fluorescence polarization; inhibition, % at 5.59 µM; actives 0.41% (n = 320,000);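 active = percent inhibition above the average of all tested compounds plus 3 SD, set per screening campaign, cut at about 16% in these data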;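 note: IDE supplied by intact live HEK cells; FP after avidin binding of uncleaved biotin substrate so inhibition keeps polarization high; 0% = DMSO wells and 100% = 60 µM reference IDE inhibitor Ii1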
IDE act – activators of human insulin-degrading enzyme in cells. P14735. HEK cells, FAbeta-B cleavage, fluorescence polarization; 0% vehicle, 100% cell-free pure enzyme wells. activation, % at 5.96 µM. actives 0.073% (n = 340,000);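 active = activation above the mean of all tested compounds plus 3 SD, set per screening campaign, cut at about 17% in these data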
VIM-2 inh – blocks Pseudomonas aeruginosa VIM-2 metallo-beta-lactamase; purified VIM-2, nitrocefin hydrolysis, epi-absorbance fluorescence; inhibition, % at 5.6 µM; actives 0.89% (n = 290,000); AID 1527;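 active = inhibition above the mean of all tested compounds plus 3 SD, cutoff set per screening run, cut at about 7.5% in these data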;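 note: red hydrolysis product quenches plate fluorescence so inhibitors raise well fluorescence; 0% = enzyme with DMSO and 100% = DMSO without enzyme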
pCIP destab – compounds decreasing mouse p/CIP protein stability; Q05BA5; F442A p/CIP-EGFP cells, EGFP fluorescence, 16 h; decrease of EGFP signal, % at 10 µM; actives 0.01% (n = 290,000); AID 1984;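 active = EGFP signal decrease of at least 30% at 10 µM or well 3 SD below plate mean, unless failing retest; inactive = the rest, including hits failing retest or dose response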; note: some compounds called inactive have numbers as strong as hits; many of its hits are not listed in these tables
GPR7 antagonist – human neuropeptides B/W receptor 1 antagonism; P48145; GPR7-expressing cells, fluorescence antagonist assay; inhibition, % at 4.4 µM; actives 1.1% (n = 290,000); in the data active = inhibition above about 16%, passing the limit was not always enough;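 note: cells stimulated with the agonist NPW; 0% = agonist with vehicle and 100% = vehicle without agonist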
Active calls of the source: *; . = no result given.

mol,IDE cell inh,PfM18AAP inh,IDE act,IMP-1 inhibitor,VIM-2 inh,NALP1 yeast inh,GPR7 antagonist,PHOSPHO1 block,pCIP destab
CC(C)(C)NC(=O)Cn1c(SCC(=O)NC2CC2)nc2ccccc21,3,6,8,-2.9,-1.4,12,-23,2,-4
Cc1ccc(S(=O)(=O)N2CCN(C(=O)CSc3nc(N)cc(=O)[nH]3)CC2)c(C)c1,0,1,9,-3.2,-3.7,7,-14,2,-19
COc1ccc(Nc2nc(C(F)(F)F)nc(C)c2C#N)cc1,-6,1,5,-1.6,2.6,26,-8,-6,-3
COc1cc2c(cc1OC)C1=C(C#N)CCC(=O)N1CC2,1,-10,1,-0.6,0.1,10,-5,6,10
CCn1cc(/C=C2\SC(=O)N(CC(=O)Nc3ccc4c(c3)OCO4)C2=O)c2ccccc21,2,5,1,-1.9,-2.4,-3,-7,14,-4
Cc1ccc(S(=O)(=O)N(C)CCCC(=O)Nc2cc(C)ccc2C)cc1,-2,-6,6,-3.3,-0.2,32,-7,-9,-8
OCC1(CCc2ccccc2)CCN(Cc2cccn2-c2cccnc2)CC1,5,4,7,-0.8,0.1,-1,1,37,4
COC(=O)c1cc(NC(=S)NCc2ccc(Cl)cc2)cc(C(=O)OC)c1,0,-1,-6,-1.3,-3.8,26,-2,-6,2

Ordered by value in pCIP destab (highest first): some entries from above
smiles | IDE cell inh | PfM18AAP inh | IDE act | IMP-1 inhibitor | VIM-2 inh | NALP1 yeast inh | GPR7 antagonist | PHOSPHO1 block | pCIP destab
COC(=O)c1cc(NC(=S)NCc2ccc(Cl)cc2)cc(C(=O)OC)c1 | 0 | -1 | -6 | -1.3 | -3.8 | 26 | -2 | -6 | 2
COc1ccc(Nc2nc(C(F)(F)F)nc(C)c2C#N)cc1 | -6 | 1 | 5 | -1.6 | 2.6 | 26 | -8 | -6 | -3
Cc1ccc(S(=O)(=O)N(C)CCCC(=O)Nc2cc(C)ccc2C)cc1 | -2 | -6 | 6 | -3.3 | -0.2 | 32 | -7 | -9 | -8

Further compounds.
mol,IDE cell inh,PfM18AAP inh,IDE act,IMP-1 inhibitor,VIM-2 inh,NALP1 yeast inh,GPR7 antagonist,PHOSPHO1 block,pCIP destab
CN(C)c1cccc(C(=O)OCC(=O)N(C)c2ccccc2)c1,5,-15,-1,-0.7,-1.6,19,-2,27,-15
O=C(CN(Cc1ccc(F)cc1)C(=O)CNS(=O)(=O)c1ccc(F)cc1)NCc1ccco1,0,4,1,-2.6,-3.1,12,1,2,-4
COc1ccc(CCNC(=O)c2cc3c(=O)n4ccccc4nc3n(CCN3CCOCC3)c2=N)cc1,2,6,3,-2.3,3.3,7,10,32,-31
CCCn1nnnc1SCC(=O)N(C(C)C)C(C)C,0,0,3,-1.9,-0.4,-1,-3,-16,-9
C[n+]1ccccc1C1CCCC/C1=N\Nc1ccc([N+](=O)[O-])cc1[N+](=O)[O-] (stereo not drawn),1,0,1,-3.3,-2.6,32,-5,-10,-13
O=C1c2ccccc2C(=O)N1Cc1nc2ccccc2c(=O)n1CCCn1ccnc1,.,4,5,-3.2,-0.3,-1,-5,9,-3
CNC(=S)N1CCC(NC(=O)C(Cc2ccc(OC)cc2)NC(C)=O)CC1 (stereo not drawn),-2,3,4,-1.0,-0.7,5,-17,.,15
O=C(O)CCC(=O)NNC(=O)c1cccs1,-4,1,-2,-3.9,-3.9,-4,-8,39,-3
COc1ccc(/C=N/n2cncn2)cc1COc1ccc(NC(C)=O)cc1,-1,6,2,-3.2,-3.8,20,-7,-10,2
Cc1ccc(S(=O)(=O)/N=C(\c2ccc(Cl)cc2)N2CCOCC2)cc1,0,-1,0,-1.0,-0.3,21,-8,34,2
CSc1ccccc1NC(=O)c1ccc(N2CC3CC(C2)c2cccc(=O)n2C3)c(NC(=O)c2ccncc2)c1 (stereo not drawn),2,6,0,-2.8,-4.3,1,-10,22,-9
CCCCNC(=O)CSc1nc2ccc(NC(=O)CSc3nnc(N)s3)cc2s1,8,-12,1,-1.9,1.2,13,-5,-26,-14
NC(=O)NCC(=O)N1CCC(C(O)(c2ccccc2)c2ccccc2)CC1,4,-1,-3,-2.7,-2.1,-18,-15,42,-2
CC(=O)NC(Cc1ccc(C(C)C)cc1)C(=O)NC1CCN(c2nc(C)cc(C)n2)CC1 (stereo not drawn),-2,-5,2,0.5,0.4,10,-7,34,0
COc1ccc(-c2cc(C(F)(F)F)nc(S(=O)(=O)CCCC(=O)Nc3cccnc3Cl)n2)cc1OC,.,-4,3,-0.7,-1.8,0,-10,16,2
CCc1ccc(OCC(=O)O/N=C(\N)c2ccncc2)c(Br)c1,1,-11,7,1.1,-1.4,5,8,8,-4
COC(=O)c1sccc1NC(=O)Nc1ccccc1C,.,-3,-3,-0.6,-0.8,5,-5,37,-9
COC(=O)c1c(C)nc(C)c(C(=O)OC)c1-c1ccsc1,4,5,.,-2.1,-2.1,6,-8,55,-7
COc1ccc(O)c(/C=N/NC(=O)CN2CCS(=O)(=O)CC2)c1,-6,15,4,-0.8,-0.2,-6,-1,18,-11
CCN(CC)C(=O)c1ccc2c(=O)n(Cc3cccc(Br)c3)c(=S)[nH]c2c1,1,1,.,-2.3,-4.2,-7,10,23,-1
Cc1cccn2cc(-c3cc4ccccc4oc3=O)nc12,11,-1,4,-1.4,-0.8,17,-6,51,-6
O=C(Cn1nnc(-c2ccccc2)n1)N/N=C/c1cc([N+](=O)[O-])c(Cl)cc1Cl,-3,-4,5,-1.4,-2.1,35,-9,-2,5
CCCn1c(=N)c(S(=O)(=O)c2ccccc2)cc2c(=O)n3ccccc3nc21,-4,-6,-4,-3.0,1.9,9,-11,49,-2
COC(=O)CC1(C(=O)OC)Oc2ccc(Br)cc2C(=O)N1c1cccc(Cl)c1Cl (stereo not drawn),6,-4,6,0.1,-0.5,22,30*,39,4
CCOCCCNS(=O)(=O)c1ccc(NC(=O)C2CC(=O)N(c3ccc(C)cc3)C2)cc1 (stereo not drawn),1,-13,4,-2.0,-2.4,11,14,32,-5
Clc1cccc(Cl)c1COc1ccccc1CNn1cnnc1,-5,7,5,-2.7,-3.1,-8,-10,-10,-2
CCOC(=O)c1cn(CC2CC2)c2cc(F)c(F)cc2c1=O,2,-3,0,-2.0,1.7,10,2,41,-12
CCOC(=O)c1cnn(-c2ccc(F)cc2)c1N,8,1,2,-2.5,-3.1,10,-7,-22,0
COc1ccc(NC(=O)c2cccc(NC(=O)C(C)C)c2)c([N+](=O)[O-])c1,5,1,-1,-2.5,-3.6,29,-5,-19,6
Cc1cccc(Cc2ncc(C(F)(F)F)cc2Cl)c1,6,-5,0,-2.4,-2.7,3,-9,33,3
CN(C(=O)C1CCOC1)c1nnc(-c2ccccn2)s1 (stereo not drawn),-3,1,0,-2.6,-3.3,8,2,12,10
CCOC(=O)c1c(CN2CCCCC2)n(C)c2ccc(OC)c(S(=O)(=O)c3ccccc3)c12,-1,-2,3,-3.3,0.4,20,2,-70,-21
CC(C)(C)Cc1nnc(NC(=O)c2ccco2)s1,8,6,3,-3.7,-1.8,12,3,36,-10
Cc1nn(-c2ccccc2)c(N)c1N=Nc1ccc(Cl)cc1,-1,10,-4,-0.8,-1.6,37,-12,3,-3
N/C(=N\OC(=O)/C=C/c1ccccc1Cl)c1cccnc1,-1,-17,.,-1.6,-1.2,-20,0,24,-8
CCOc1ccc(Cl)cc1S(=O)(=O)N1CCN(c2ccc(C)c(C)c2)CC1,-1,-12,5,-0.8,0.8,6,3,16,1
C=Cn1c(N2CCOCC2)nc2c1c(=O)[nH]c(=O)n2C,2,-1,-5,-5.2,-2.0,0,-5,-17,-4
CN=C1SC(CC(=O)Nc2ccccc2F)C(=O)N1/N=C/c1ccc(O)c(OC)c1 (stereo not drawn),-5,-14,-5,-0.6,-3.2,-21,-17,20,-7
FC(F)(F)c1ccccc1CN1CCC(Cc2ccccc2)CC1,5,-2,7,-1.2,-3.2,-21,-14,.,-11
C#CCSc1nc(N)c2c(n1)OC(N)=C(C#N)C2c1cccnc1 (stereo not drawn),-2,-12,-3,-2.9,0.1,15,-5,32,-5
CCCN1CCN(c2nc3c([nH]2)c(=N)ncn3CC(O)CO)CC1 (stereo not drawn),4,6,2,1.5,-3.0,10,-9,4,-8
Cc1ccc(CN2CCN(Cc3nc4ccccc4nc3C)CC2CCO)cc1 (stereo not drawn),2,1,8,-1.0,-2.0,.,-10,8,0
NC(N)=N/N=C/c1ccc(OS(=O)(=O)c2ccccc2)cc1,-1,4,3,-2.5,-2.0,2,12,32,-3
COc1ccc(/C=N/NC(=O)c2cccc([N+](=O)[O-])c2)cc1OC(=O)c1ccc(C)cc1,6,-11,7,-1.8,1.1,0,-7,-11,5
Clc1ccc(-c2nnc3sc(Cc4cccs4)nn23)cc1,1,2,10,-3.5,-5.3,12,-10,43,-5
O=C(O)CCCN1C(=O)c2ccc(C(=O)c3cccc([N+](=O)[O-])c3)cc2C1=O,-2,-2,6,-1.6,-1.8,22,-8,4,1
CCCCCC(=O)Nc1ccc2oc(-c3cncc(Br)c3)nc2c1,-1,2,5,-1.9,-4.6,2,-7,-16,-17
C=CCn1c(COc2ccccc2)nnc1SCC(=O)C(C)(C)C,4,6,1,-2.6,-1.0,4,-10,-10,-1
O=[N+]([O-])c1nn(-c2ccc3c(c2)OCCO3)n(O)c1=NC1CCCCC1,-5,5,0,1.4,-1.3,18,-7,9,-22
COc1ccc(C2CC(=O)c3sc(N)nc3C2)cc1 (stereo not drawn),-3,-8,-1,-2.8,-0.7,1,-1,15,5
CC1CCc2[nH]c3ccc(C(=O)O)cc3c2C1 (stereo not drawn),-1,19,7,0.4,1.5,23,1,24,-5
O=C(N1CCCC1)N1CCN(S(=O)(=O)c2ccccc2)CC1,-5,-2,-3,-3.3,-0.9,-2,1,32,0
O=C(NCc1ccco1)C1Cc2ccccc2CN1C(=O)c1ccco1 (stereo not drawn),7,0,-3,-1.6,-1.4,7,-10,0,0
COCC1CCN(C(=O)CCc2nnc(C3(c4ccc(Cl)cc4)CCC3)o2)CC1,-7,-8,2,-0.6,0.4,12,3,48,-7
CCc1ccc2[nH]c(=O)c(CN(CCN(C)C)C(=S)NCc3ccco3)cc2c1,1,2,2,-0.7,-0.2,22,2,5,-4
CCC1=NN2C(=N)/C(=C\c3cccn3-c3cccc(Cl)c3)C(=O)N=C2S1,-1,-7,0,-2.7,-2.7,-15,-4,36,-5

New compounds follow:
mol,IDE cell inh,PfM18AAP inh,IDE act,IMP-1 inhibitor,VIM-2 inh,NALP1 yeast inh,GPR7 antagonist,PHOSPHO1 block,pCIP destab
O=C(Nc1cnn(C23CC4CC(CC(C4)C2)C3)c1)c1cc(-c2ccccc2)on1,4,1,-11,-7.1,-4.9,5,-3,6,1
O=[N+]([O-])c1ccccc1C1Nc2cccc3cccc(c23)N1,4,-9,8,0.0,-3.2,19,17,-10,0
O=C(CN(c1ccccc1)S(=O)(=O)c1ccccc1)N/N=C/c1ccco1,-2,-9,3,-3.2,-2.0,28,-16,-12,13
COCCNC(=O)C(c1ccc(F)cc1)N(CC1CCCO1)C(=O)CCC(=O)Nc1ccccn1 (stereo not drawn),.,1,4,-2.2,0.9,17,2,18,-3
O=S(=O)(c1ccc(Cl)cc1)N1CCC(O)(c2cccnc2)CC1,1,6,1,-4.3,-2.6,41,-6,5,-3
Cn1cc(S(=O)(=O)N2CCN(c3ccccc3F)CC2)c(=O)n(C)c1=O,2,7,2,-2.7,-6.1,18,-9,38,1
O=C(c1ccc2c(c1)OCO2)N1CCCN(C(=O)c2ccc3c(c2)OCO3)CC1,2,0,2,-3.4,-3.9,.,-11,37,6
